Compound activity from PubChem.
GRK2 inh = inhibitors of human GRK2 displacing RNA aptamer | AID 488847 | 0.59% of 330,000 active | inhibition of aptamer binding, % at 10 µM | bead flow cytometry, FAM-aptamer displacement from GRK2 | P25098;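 active means inhibition of aptamer binding above 40%, roughly 3 SD of noise, on plates passing a quality check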;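 further: median bead fluorescence of bound FAM aptamer so fluorescent compounds give negative values; no value below 0 was filed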
Target sequence (P25098 whole entry, looked up): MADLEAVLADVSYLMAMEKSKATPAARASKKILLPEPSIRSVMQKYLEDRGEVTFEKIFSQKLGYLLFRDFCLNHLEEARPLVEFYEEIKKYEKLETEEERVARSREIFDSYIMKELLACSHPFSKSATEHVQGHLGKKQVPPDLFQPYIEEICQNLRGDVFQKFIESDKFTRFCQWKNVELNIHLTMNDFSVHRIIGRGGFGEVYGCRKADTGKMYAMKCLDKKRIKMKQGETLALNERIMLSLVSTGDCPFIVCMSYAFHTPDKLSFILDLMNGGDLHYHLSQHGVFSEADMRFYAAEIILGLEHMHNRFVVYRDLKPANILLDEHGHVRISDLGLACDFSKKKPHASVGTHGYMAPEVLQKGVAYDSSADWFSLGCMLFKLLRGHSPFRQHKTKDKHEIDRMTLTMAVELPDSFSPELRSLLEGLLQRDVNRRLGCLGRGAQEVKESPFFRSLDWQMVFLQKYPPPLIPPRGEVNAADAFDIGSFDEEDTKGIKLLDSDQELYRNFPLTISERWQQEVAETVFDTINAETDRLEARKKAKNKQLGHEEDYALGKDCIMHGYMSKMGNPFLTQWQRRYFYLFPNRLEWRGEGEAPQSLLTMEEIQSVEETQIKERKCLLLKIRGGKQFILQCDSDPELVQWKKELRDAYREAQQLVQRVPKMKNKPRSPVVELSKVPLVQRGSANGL
RPL19A-GFP yeast = modulators of TOR pathway RPL19A-GFP in S. cerevisiae | S. cerevisiae RPL19A-GFP strain, flow cytometry, 3 h; active compounds read low | percent response vs DMSO, % at 10 µM | 0.3% of 330,000 active;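 active means percent response vs DMSO below 50%; inconclusive means fewer than 70 events counted for the yeast strain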;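 further: median channel GFP fluorescence of the barcoded RPL19A-GFP strain; ratio of sample median GFP to plate DMSO average so 100% = DMSO; lower means less RPL19A-GFP as with rapamycin TOR inhibition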
LAP4-GFP MLPCN = yeast TOR pathway LAP4-GFP modulation; S. cerevisiae LAP4-GFP multiplex, flow cytometry GFP, 3 h; median GFP as percent of DMSO wells; GFP response vs DMSO, % at 10 µM; 0.34% of 320,000 active;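 active means GFP response vs DMSO above a set limit, about the screen mean plus 3 SD, cut at about 150% in these data; inconclusive means under 70 cell events counted for the yeast strain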
VLA-4 inh = inhibition in a human VLA-4 binding assay | VLA-4 expressing cells, ligand binding flow cytometry | P13612 | inhibition, % (about 7 µM as worked out from the volumes in the protocol) | 0.2% of 330,000 active; in the data active means inhibition above about 50%
MEP2-GFP yeast = modulators of TOR pathway MEP2-GFP in S. cerevisiae | GFP response vs DMSO, % at 10 µM | 0.51% of 330,000 active | S. cerevisiae MEP2-GFP strain, flow cytometry GFP, 3 h; 100% = DMSO control level;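 active means GFP response versus DMSO above a set limit, roughly screen mean plus 3 SD, cut at about 180% in these data; inconclusive means fewer than 70 cells counted for a yeast strain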;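 further: median GFP fluorescence of the barcode-gated MEP2-GFP cells per well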
GASC-1 inh = blocks human GASC-1 demethylase activity; GST-JMJD2C(1-420) H3K9me3 demethylation, DELFIA europium; 0.069% of 330,000 active; inhibition, % at 2.35 µM; Q9H3R0;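 active means more than half of a compound's replicate wells show inhibition beyond 50%, single wells judged on their own value; inconclusive means some, but no more than half, of replicates pass 50% inhibition; inactive means no replicate passes 50% inhibition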;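 further: signal counts dimethyl H3K9 product captured on neutravidin plate; 0% = median of DMSO wells and 100% = 0.3 times that DMSO median; strong numbers were not always called active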
CIT2-GFP yeast = modulators of TOR pathway CIT2-GFP in S. cerevisiae; S. cerevisiae CIT2-GFP strain, flow cytometry, 3 h; 100 means same as DMSO wells; GFP response vs DMSO, % at 10 µM; 0.065% of 320,000 active;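 active means GFP response relative to DMSO above a set limit, near the screen mean plus 3 SD, cut at about 150% in these data; inconclusive means Fewer than 70 cells measured for a yeast strain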;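 further: ratio of well median GFP fluorescence to mean of DMSO wells on the plate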
AGP1-GFP MLPCN = yeast TOR pathway AGP1-GFP modulation; S. cerevisiae AGP1-GFP multiplex flow cytometry, 3 h; GFP as percent of DMSO wells; GFP response vs DMSO, % at 10 µM; 0.02% of 320,000 active; AID 2066;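 active means GFP response relative to DMSO above a set limit, near screen average plus 3 SD, cut at about 150% in these data; inconclusive means fewer than 70 cells counted for the yeast strain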;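 further: median GFP channel fluorescence of the gated AGP1 strain per well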
Active calls of the source: *; i = inactive; ? = inconclusive; · = not tested or not shown. No enrichment for hits. About 1.7% of those tested had a hit in this group.

SMILES | GRK2 inh | RPL19A-GFP yeast | LAP4-GFP MLPCN | VLA-4 inh | MEP2-GFP yeast | GASC-1 inh | CIT2-GFP yeast | AGP1-GFP MLPCN
O=C(Nc1cccc(C(=O)N2CCOCC2)c1)c1cccnc1 | 0 | 90 | 95 | -1 | 96 | 1 | 97 | 94
CC(C)(C)c1ccc(C(=O)NCCCNC(=O)c2ccccn2)cc1 | 0 | 103 | 93 | -4 | 105 | 7 | 104 | 103
Cn1c(=O)c2c(ncn2Cc2cccc(Cl)c2)n(C)c1=O | 2 | 100 | 105 | -8 | 104 | -1 | 104 | 105
COc1ccccc1CNC(=O)C(=O)NCC1OCCN1C(=O)c1ccc(Cl)cc1 (stereo unspecified) | 2 | 100 | 110 | -7 | 100 | -11 | 111 | 109
COC(=O)Cn1cnc2c(nnn2-c2ccc(F)cc2)c1=O | 6 | 88 | 89 | 2 | 79 | 5 | 102 | 89
CCN(CC)c1nc(-c2ccc(Cl)cc2)cc(C(F)(F)F)c1C#N | 0 | 101 | 99 | -11 | 112 | 1 | 109 | 94
COc1ccc(C(=O)CCC(=O)Nc2cccnc2)cc1OC | 1 | 104 | 106 | 11 | 98 | 4 | 109 | 106
O=C(c1cccc(F)c1)N1CCN(c2ccc([N+](=O)[O-])c3cccnc23)CC1 | 11 | 98 | 103 | 8 | 102 | 6 | 89 | 91
CC1CCN(C(=O)Cn2c(=O)n(Cc3ccco3)c(=O)c3sccc32)CC1 | 5 | 99 | 99 | -1 | 105 | 9 | 104 | 105
CC(NC(=O)c1cccnc1)C(c1cccs1)N1CCN(C)CC1 (stereo unspecified) | 3 | 99 | 102 | 0 | 98 | 4 | 95 | 98
COc1ccc(C(=O)Nc2ccc(C(=O)N3CCC(C)CC3)cc2)cc1OC | 0 | 108 | 100 | 43 | 108 | 8 | 103 | 104
COc1ccccc1N(CC(=O)N/N=C/c1ccc(C(=O)O)cc1)S(=O)(=O)c1ccc(C)cc1 | 1 | 102 | 108 | 0 | 109 | -4 | 104 | 108
Cc1noc(C)c1COC(=O)c1cnc(Cl)c(Cl)c1 | 0 | 92 | 107 | 6 | 102 | 27 | 80 | 110
CN(C)C1(CNC(=O)CC(NC(=O)c2ccccc2Cl)c2ccccc2)CCCCC1 (stereo unspecified) | 5 | 98 | 108 | -17 | 99 | 16 | 99 | 102
CC(=O)N1CCC2(CC1)C(C#N)=C(N)Oc1c2sc2nc(C)cc(C)c12 | 0 | 98 | 99 | 11 | 105 | 13 | 97 | 104
COc1ccccc1CCN=C(N)NS(=O)(=O)c1ccc(C)c(C)c1 | 3 | 100 | 93 | 2 | 101 | -2 | 100 | 97
Cc1ccc(CN2CCN(/N=C/c3cccnc3)CC2)c(C)c1 | 0 | 105 | 95 | 3 | 105 | 8 | 101 | 99
O=C(CN1CCCCCC1)Nc1ccc([N+](=O)[O-])cc1Cl | 2 | 102 | 86 | 3 | 97 | 1 | 99 | 100
CC(=O)N1CCCc2cc(S(=O)(=O)N(CC(C)C)CC(C)C)ccc21 | 0 | 94 | 82 | 9 | 80 | -5 | 97 | ·
CCOc1nc(Nc2ccccc2)nc(OCC)n1 | 1 | 98 | 98 | -8 | 93 | 5 | 92 | 88
N#Cc1cccnc1Nc1cccc(Cl)c1 | 2 | 101 | 105 | -8 | 101 | -2 | 89 | 97
CC1(C)Cc2c(cnn2-c2cccc(F)c2)C(NC(=O)CSc2ccccn2)C1 (stereo unspecified) | 2 | 101 | 96 | -102 | 111 | 1 | 101 | 105
CCCn1nnnc1-c1cc(Cl)cc(Cl)c1 | 1 | 93 | 100 | -3 | 107 | 16 | 97 | 87
CC(C)CCN1C(=O)c2ccc(C(=O)N3CCCCC3)cc2C1=O | 0 | 98 | 109 | 4 | 96 | 5 | 94 | 109
COc1cccc(NC(=S)N2CCN(c3ccc([N+](=O)[O-])cc3)CC2)c1 | 0 | 104 | 91 | 0 | 111 | -45 | 98 | 98

(cont.)
SMILES | GRK2 inh | RPL19A-GFP yeast | LAP4-GFP MLPCN | VLA-4 inh | MEP2-GFP yeast | GASC-1 inh | CIT2-GFP yeast | AGP1-GFP MLPCN
Cc1ccc(N(C)C(=O)c2cnn(-c3ccccc3)c2C)c(C)c1 | 0 | 106 | 96 | -2 | 107 | -5 | 105 | 107
COCCN(Cc1nc2ccccc2c(=O)[nH]1)C(=O)COc1c(C)cc(Cl)cc1C | 2 | 102 | 101 | 15 | 104 | 5 | 101 | 105
O=C(c1ccc(CSc2nc3ccncc3[nH]2)cc1)N1CCN(c2cccc(Cl)c2)CC1 | 0 | 92 | 86 | 7 | 96 | 9 | 110 | 89
Cn1c(=O)cc(OCCCC(=O)NCCCN2CCN(Cc3ccccc3)CC2)c2ccccc21 | 0 | 98 | 80 | 11 | 92 | -3 | 86 | 106
NC(=O)N\N=C/C=C/C=C/c1ccc(F)cc1 | 0 | 102 | 104 | -7 | 102 | -15 | 94 | 101
CC(C)NC(=O)C1=NN(c2ccccc2)C(=O)CC1 | 2 | 103 | 93 | 6 | 111 | -3 | 101 | 99
Cc1ccc(NC(=O)CN2CCCC2)c2c1CC(C)(C)O2 | 0 | 106 | 86 | 2 | 105 | -6 | 110 | 102
COC(=O)N/N=C/c1cc(C)n(-c2ccc(Br)cc2)c1C | 4 | 105 | · | 4 | 109 | -18 | · | ·
O=C(CC(Cc1ccccc1)C(=O)O)Nc1ccc(F)cc1 (stereo unspecified) | 1 | 101 | 103 | 14 | 102 | 5 | 101 | 100
Clc1ccc(-c2nnc(C34CC5CC(CC(C5)C3)C4)o2)cn1 | 2 | 96 | 105 | -2 | 101 | 4 | 99 | 103
COC(OC)c1ccc(C#N)c(=O)[nH]1 | 0 | 111 | 96 | 3 | 115 | -2 | 99 | 105
Cc1ncc(S(=O)(=O)C(C)(C)C)c(N)n1 | 0 | 97 | 110 | 14 | 96 | 1 | 98 | 105
O=C(OCC(=O)N1CCCc2ccccc21)c1ccc(S(=O)(=O)C(F)F)cc1 | 4 | 96 | 98 | 2 | 101 | -7 | 94 | 97
Cc1ccc2nc(-c3ccc(F)cc3)nc(SCC(=O)NCC3CCCO3)c2c1 (stereo unspecified) | 2 | 96 | 96 | 26 | 90 | 2 | 98 | 97
CC1(CCC#N)N=C(SCCC#N)N(c2ccccc2)C1=O (stereo unspecified) | 2 | 105 | 80 | 1 | 104 | 0 | 115 | 96
CCOc1ccccc1CN1CCN(Cc2ccon2)CC1CCO (stereo unspecified) | 0 | 99 | 99 | -3 | 102 | -6 | 101 | 100
CC(=O)c1nc2ccccc2n1S(=O)(=O)c1ccc(Cl)cc1 | 0 | 105 | 95 | 10 | 103 | 1 | · | 103
O=C(c1cccc(F)c1)N1CCN(S(=O)(=O)c2ccc(C(F)(F)F)cc2)CC1 | 0 | 96 | 97 | 8 | 101 | 6 | 94 | 95
CC12CCCCC1c1ccccc1C(=NCC(=O)O)N2 (stereo unspecified) | 0 | 91 | 97 | -73 | 109 | 4 | 98 | 88
Cc1ccc(NC(=S)N(CCCN2CCOCC2)Cc2cccnc2)cc1C | 3 | 96 | 95 | 5 | 94 | 13 | 98 | 100
CCOc1cc(/C=C2/C(=N)N3C=CSC3=NC2=O)ccc1OCCCOc1ccccc1C | 0 | 97 | 91 | -14 | 108 | 4 | 97 | 99
CCCCCN1CC(=O)N2Cc3[nH]c4ccccc4c3C[C@H]2C1=O | 1 | 100 | 85 | 4 | 102 | 1 | 102 | 96
CCn1c(C)cc(C(=O)CSc2nnc(-c3ccco3)o2)c1C | 0 | 96 | 109 | -3 | 97 | 5 | 94 | 94
CC(CNC1CCCCC1)OC(=O)c1ccccc1 (stereo unspecified) | 0 | 98 | 112 | 4 | 99 | · | 119 | 92
COCCN(C(=O)COC(=O)C1CC1)c1c(N)n(Cc2ccccc2)c(=O)[nH]c1=O | 3 | 92 | 97 | 5 | 98 | i | 88 | 96

An excerpt from further up, as a working copy:
SMILES | GRK2 inh | RPL19A-GFP yeast | LAP4-GFP MLPCN | VLA-4 inh | MEP2-GFP yeast | GASC-1 inh | CIT2-GFP yeast | AGP1-GFP MLPCN
Cc1ccc(N(C)C(=O)c2cnn(-c3ccccc3)c2C)c(C)c1 | 0 | 106 | 96 | -2 | 107 | -5 | 105 | 107
COCCN(Cc1nc2ccccc2c(=O)[nH]1)C(=O)COc1c(C)cc(Cl)cc1C | 2 | 102 | 101 | 15 | 104 | 5 | 101 | 105
O=C(c1ccc(CSc2nc3ccncc3[nH]2)cc1)N1CCN(c2cccc(Cl)c2)CC1 | 0 | 92 | 86 | 7 | 96 | 9 | 110 | 89
Cn1c(=O)cc(OCCCC(=O)NCCCN2CCN(Cc3ccccc3)CC2)c2ccccc21 | 0 | 98 | 80 | 11 | 92 | -3 | 86 | 106
NC(=O)N\N=C/C=C/C=C/c1ccc(F)cc1 | 0 | 102 | 104 | -7 | 102 | -15 | 94 | 101
CC(C)NC(=O)C1=NN(c2ccccc2)C(=O)CC1 | 2 | 103 | 93 | 6 | 111 | -3 | 101 | 99
Cc1ccc(NC(=O)CN2CCCC2)c2c1CC(C)(C)O2 | 0 | 106 | 86 | 2 | 105 | -6 | 110 | 102
COC(=O)N/N=C/c1cc(C)n(-c2ccc(Br)cc2)c1C | 4 | 105 | · | 4 | 109 | -18 | · | ·
O=C(CC(Cc1ccccc1)C(=O)O)Nc1ccc(F)cc1 (stereo unspecified) | 1 | 101 | 103 | 14 | 102 | 5 | 101 | 100

The results go on.
SMILES | GRK2 inh | RPL19A-GFP yeast | LAP4-GFP MLPCN | VLA-4 inh | MEP2-GFP yeast | GASC-1 inh | CIT2-GFP yeast | AGP1-GFP MLPCN
COc1ccc(/C=N/Nc2cc(=O)n(C)c(=O)n2C)cc1OC | 3 | 106 | 88 | 12 | 101 | 52* | 95 | 95
CNC(=O)C(=O)NCC1OCCN1S(=O)(=O)c1ccc(C)cc1 (stereo unspecified) | 4 | 89 | 100 | -6 | 95 | -3 | 96 | 105
COc1cc(OC)cc(C(=O)Nc2ccn(C)n2)c1 | 2 | 92 | 99 | 5 | 89 | -3 | 88 | 89
CC(=O)Nc1ccc(SCC(=O)Nc2cc(C(C)(C)C)nn2-c2ccccc2)cc1 | 3 | 97 | 94 | 34 | 98 | 8 | 94 | 99
Cc1cc(=O)n2c(n1)NC(Nc1cccc(C)c1C)=NC2c1ccc(F)cc1 (stereo unspecified) | 0 | 99 | 114 | 2 | 100 | -4 | 98 | 108
CCOC(=O)N/N=C/c1ccccc1OCc1ccc(Cl)cc1 | 1 | 99 | 103 | -3 | 99 | -9 | 98 | 94
COc1cc(OC)nc(NC(=O)C(C)C)n1 | 2 | 100 | 85 | 15 | 88 | -15 | 91 | 97
CCOC(=O)c1nnn(CC(=O)Nc2cccc(Cl)c2C)c1C(=O)OCC | 2 | 97 | 101 | 11 | 95 | 5 | 83 | 95
COc1ccc(CC(=O)Oc2ccccc2Cl)cc1S(=O)(=O)N1CCOCC1 | 0 | 96 | 95 | 7 | 99 | ? | 97 | 94
CCN1C(=O)/C(=C/c2cc(C)n(C)c2C)SC1=Nc1ccc(OC)cc1 | 0 | 99 | 110 | 4 | 115 | -1 | 112 | 101
